Compound activity deposited in PubChem by Broad Institute.
TcdB GH inh – TcdB glycohydrolase inhibition. P18177. TcdB glycohydrolase enzymatic assay, plate reader. inhibition, % at 9.99 µM. 350,000 compounds, 0.24% hits; in the data active means inhibition above about 10%
Numbers without * were called inactive; & = joins results of further samples. Some of the compounds tested (hit frequency here may not be typical).

| SMILES | TcdB GH inh |
| --- | --- |
| COc1ccccc1-c1cn(CC[C@H]2CC[C@H](NC(=O)C3CC3)[C@H](CO)O2)nn1 | -2.5 |
| O=S(=O)(N[C@@H]1CC[C@H](CCn2cc(-c3ccc(F)cc3)nn2)O[C@@H]1CO)c1ccccc1F | -0.2 |
| CS(=O)(=O)Nc1ccc2c(c1)[C@H]1C[C@H](CC(=O)NCc3ccccc3F)O[C@H](CO)[C@H]1O2 | -2.0 |
| C[C@H]1CN([C@@H](C)CO)C(=O)c2cccc(NC(=O)C3CCCCC3)c2O[C@@H]1CN(C)S(=O)(=O)c1ccccc1 | 0.1 |
| Cc1noc(C)c1NC(=O)Nc1ccc2c(c1)C(=O)N([C@H](C)CO)C[C@H](C)[C@@H](CN(C)C(=O)CCCN(C)C)OCCCC[C@H](C)O2 | -0.3 |
| CNC[C@@H]1Oc2ccc(NS(=O)(=O)c3cn(C)cn3)cc2CC(=O)N([C@@H](C)CO)C[C@@H]1C | 0.1 |
| CCS(=O)(=O)Nc1ccc2c(c1)C(=O)N(C)[C@H]1CC[C@H](CC(=O)Nc3ccccc3C)O[C@@H]1CO2 | 1.4 |
| CN1C(=O)c2cc(NC(=O)c3ccccc3)ccc2OC[C@@H]2O[C@H](CC(=O)O)CC[C@H]21 | -1.5 |
| CCCN(C)C[C@H]1OCCCC[C@@H](C)Oc2ccc(NC(=O)Nc3ccc(C(F)(F)F)cc3)cc2C(=O)N([C@H](C)CO)C[C@H]1C | -1.6 |
| C[C@@H]1CN([C@@H](C)CO)C(=O)c2cc(/C=C/c3ccccc3)cnc2O[C@H]1CN(C)S(=O)(=O)c1ccccc1 | 0.2 |
| COc1ccccc1CNC(=O)C[C@@H]1C=C[C@H](NC(C)=O)[C@@H](CO)O1 | 0.6 |
| COc1ccc(CN(C)C[C@@H]2OCCCC[C@H](C)Oc3ccc(NC(=O)Nc4ccc5c(c4)OCO5)cc3C(=O)N([C@H](C)CO)C[C@H]2C)cc1 | -1.6 |
| C[C@H](CO)N1C[C@H](C)[C@H](CN(C)S(=O)(=O)c2cccs2)OCCCC[C@H](C)Oc2ccc(NC(=O)Nc3ccc4c(c3)OCO4)cc2C1=O | 1.3 |
| CN1CCN(C(=O)c2cc3c(c(-c4cccc(-c5ccccc5F)c4)n2)[C@H](CCO)N([S@@](=O)C(C)(C)C)C3)CC1 | 0.5 |
| COCC(=O)NC[C@H]1[C@H](c2ccc(C3=CCCC3)cc2)[C@@H](CO)N1C(C)=O | -0.8 |
| CCc1cnc(N2[C@@H](C#N)[C@@H](c3ccc(-c4cccc(F)c4)cc3)[C@@H]2CO)s1 | 0.7 |
| C[C@H]1CN([C@@H](C)CO)C(=O)Cc2cc(NC(=O)C3CC3)ccc2O[C@@H]1CN(C)Cc1ccccc1 | -0.3 |
| CCCNC(=O)C[C@H]1CC[C@@H]2[C@H](COC[C@H](O)CN2C(=O)Nc2ccc3c(c2)OCO3)O1 | -2.0 |
| COc1ccc2c3c([nH]c2c1)[C@H](CO)N(C(=O)C1CC1)CC31CCN(Cc2nccs2)CC1 | -0.7 |
| COc1ccc(CN2[C@H](CO)[C@H]3c4ccccc4NC[C@H]32)cc1 | 0.1 |
| COCC(=O)N1[C@@H](CO)[C@@H]2c3ccccc3N(C(=O)C3CC3)C[C@@H]21 | 0.4 |
| O=C(C[C@@H]1C=C[C@@H](NC(=O)NC2CCCCC2)[C@@H](CO)O1)NCc1ccc(Cl)cc1 | 0.0 |
| O=C(Nc1ccc(C(F)(F)F)cc1)N[C@H]1CC[C@H](CC(=O)N2CCCCC2)O[C@@H]1CO | -0.5 |
| Cc1noc(C)c1NC(=O)NCC[C@H]1CC[C@H](NC(=O)Cc2cccnc2)[C@H](CO)O1 | -0.4 |
| COc1ccccc1-c1ccc2c(c1)[C@H]1[C@H](CCN1C(=O)C1CCOCC1)[C@@H](CO)N2 | 4.1 |
| C[C@@H]1CN([C@H](C)CO)C(=O)c2cccc(NC(=O)Nc3ccccc3)c2O[C@@H]1CN(C)C | 0.1 |
| CC(C)NC(=O)Nc1ccc2c(c1)C(=O)N([C@H](C)CO)C[C@@H](C)[C@@H](CN(C)Cc1ccc(C(=O)O)cc1)OCCCC[C@@H](C)O2 | 0.0 |
| Cc1ccc(S(=O)(=O)Nc2cccc3c2O[C@H](CN(C)Cc2ccc(Oc4ccccc4)cc2)[C@@H](C)CN([C@@H](C)CO)C3=O)cc1 | -1.0 |
| Cc1ccc(S(=O)(=O)N2C[C@H](O)COC[C@@H]3O[C@H](CC(=O)NCCN4CCCCC4)CC[C@H]32)cc1 | -0.7 |
| CN(C)CC(=O)N1CC2(C1)[C@@H](c1ccccc1)[C@@H](CO)N2C(=O)C1CCCCC1 | 0.6 |

Copied from the results shown for reference:
| SMILES | TcdB GH inh |
| --- | --- |
| COc1ccccc1-c1ccc2c(c1)[C@H]1[C@H](CCN1C(=O)C1CCOCC1)[C@@H](CO)N2 | 4.1 |
| C[C@@H]1CN([C@H](C)CO)C(=O)c2cccc(NC(=O)Nc3ccccc3)c2O[C@@H]1CN(C)C | 0.1 |
| CC(C)NC(=O)Nc1ccc2c(c1)C(=O)N([C@H](C)CO)C[C@@H](C)[C@@H](CN(C)Cc1ccc(C(=O)O)cc1)OCCCC[C@@H](C)O2 | 0.0 |
| Cc1ccc(S(=O)(=O)Nc2cccc3c2O[C@H](CN(C)Cc2ccc(Oc4ccccc4)cc2)[C@@H](C)CN([C@@H](C)CO)C3=O)cc1 | -1.0 |
| Cc1ccc(S(=O)(=O)N2C[C@H](O)COC[C@@H]3O[C@H](CC(=O)NCCN4CCCCC4)CC[C@H]32)cc1 | -0.7 |
| CN(C)CC(=O)N1CC2(C1)[C@@H](c1ccccc1)[C@@H](CO)N2C(=O)C1CCCCC1 | 0.6 |

(next part)
| SMILES | TcdB GH inh |
| --- | --- |
| CC(C)CC#Cc1ccc([C@H]2[C@H](CO)N3C(=O)CN(C(=O)Cc4cccnc4)C[C@@H]23)cc1 | 1.5 |
| CC(C)NC(=O)N(C)C[C@H]1Oc2c(NC(=O)Nc3ccccc3)cccc2C(=O)N([C@@H](C)CO)C[C@H]1C | 0.0 |
| Cc1noc(C)c1NC(=O)N(C)C[C@H]1Oc2ncc(C#CC3CCCCC3)cc2C(=O)N([C@@H](C)CO)C[C@H]1C | 0.4 |
| CN1CCN(C(=O)C[C@@H]2C[C@H]3c4cc(NC(=O)c5ccc6c(c5)OCO6)ccc4O[C@H]3[C@H](CO)O2)CC1 | -0.6 |
| CC(C)(C)S(=O)N1Cc2cc(C(=O)NCc3ccc(Oc4ccccc4)cc3)nc(-c3cccc(-c4cccc(F)c4)c3)c2[C@@H]1CCO (some centres not stated) | -1.0 |
| CCCC#Cc1ccc([C@H]2[C@@H](C#N)N(S(C)(=O)=O)[C@H]2CO)cc1 | 1.8 |
| COC(=O)C[C@@H]1CC[C@H]2[C@@H](COc3ccc(NC(=O)c4cscn4)cc3C(=O)N2C)O1 | -0.3 |
| CC=Cc1ccc2n(c1=O)C[C@@H]1[C@@H](CO)[C@H](C(=O)NCc3ccccc3)N(S(C)(=O)=O)[C@H]21 (mixture of isomers) | -0.7 |
| CC(=O)NC[C@@H]1[C@@H](c2ccccc2)[C@@H](CO)N1C(=O)Cc1cccnc1 | 0.6 |
| C[C@H](NC(=O)C[C@@H]1C[C@@H]2c3cc(NC(=O)NC4CCCCC4)ccc3O[C@@H]2[C@H](CO)O1)c1ccccc1 | -0.6 |
| COCCNC(=O)C[C@H]1C=C[C@@H](NC(=O)NC2CCCCC2)[C@@H](CO)O1 | -1.0 |
| CCCC#Cc1cnc2c(c1)C(=O)N([C@H](C)CO)C[C@@H](C)[C@@H](CN(C)S(=O)(=O)c1cn(C)cn1)O2 | 0.3 |
| COc1ccc(NC(=O)N(C)C[C@H]2Oc3ccc(NS(=O)(=O)c4ccc(Cl)cc4)cc3CC(=O)N([C@H](C)CO)C[C@H]2C)cc1 | 0.7 |
| COc1ccc2c3c([nH]c2c1)[C@@H](CO)N(C(=O)Nc1ccc(F)cc1)CC31CN(S(=O)(=O)c2cccc(C)c2)C1 | -3.2 |
| CO[C@@H]1CN(C)C(=O)c2ccc(NC(=O)C3CC3)cc2OC[C@@H](C)N(Cc2ccccc2C(=O)O)C[C@H]1C | -0.4 |
| C[C@@H]1CN([C@H](C)CO)C(=O)CCCn2nncc2CO[C@@H]1CN(C)Cc1cccc(O)c1 | -0.6 |
| COCCNC(=O)[C@@H]1[C@@H](CO)[C@@H]2Cn3c(ccc(-c4cccc(F)c4)c3=O)[C@H]1N2C(=O)NC(C)C | 1.4 |
| CO[C@@H]1CN(C)C(=O)c2ccc(NC(=O)C3CC3)cc2OC[C@H](C)N(C(=O)CN(C)C)C[C@@H]1C | 1.1 |
| C[C@@H]1CN([C@@H](C)CO)C(=O)c2cc(Br)cnc2O[C@@H]1CN(C)Cc1ccccn1 | 1.4&0.0&-0.5 |
| Cc1ccc(-c2ccc3c(c2)O[C@H](CN(C)C)[C@@H](C)CN([C@H](C)CO)S3(=O)=O)cc1 | -1.7 |
| COCC(=O)Nc1ccc2c(c1)OC[C@H](C)NC[C@@H](C)[C@H](OC)CN(C)C2=O | -0.6 |
| O=C(Cc1ccccc1)N1CC(=O)N2[C@H](CO)[C@@H](c3ccc(-c4cccc(F)c4)cc3)[C@@H]2C1 | 0.1 |
| O=C(Nc1ccc2c(c1)[C@@H]1C[C@H](CC(=O)N3CCc4ccccc4C3)O[C@@H](CO)[C@@H]1O2)C1CCOCC1 | -0.7 |
| COCC(=O)Nc1ccc2c(c1)C(=O)N(C)C[C@@H](OC)[C@H](C)CN(C(=O)c1ccncc1)[C@H](C)CO2 | 0.3 |
| C[C@H](CO)N1C[C@H](C)[C@H](CN(C)Cc2ccc(C(F)(F)F)cc2)Oc2ccc(NC(=O)Cn3cnnn3)cc2CC1=O | 0.5 |
| C[C@@H]1CN([C@@H](C)CO)C(=O)c2c(c3ccccc3n2C)-c2ccccc2CO[C@H]1CN(C)S(=O)(=O)c1cccs1 | 0.7 |
| C[C@H]1CN([C@@H](C)CO)C(=O)c2cc(NC(=O)CCCCCC(=O)Nc3ccccc3N)ccc2O[C@@H]1CN(C)C(=O)Nc1ccccc1 | 1.6 |
| C[C@@H]1CN([C@H](C)CO)S(=O)(=O)c2ccc(C#Cc3cccnc3)cc2O[C@H]1CN(C)C(=O)Nc1ccc2c(c1)OCO2 | -12.4 |
| CC(C)NC(=O)N(C)C[C@@H]1Oc2c(NS(=O)(=O)c3ccc(Cl)cc3)cccc2C(=O)N([C@H](C)CO)C[C@H]1C | 1.2 |
| CC(=O)N1CC2(C1)[C@@H](c1ccccc1)[C@@H](CO)N2S(=O)(=O)c1ccccc1 | -0.3 |
| COc1ccc(NC(=O)Nc2ccc3c(c2)C(=O)N([C@H](C)CO)C[C@H](C)[C@H](CN(C)Cc2ccc4c(c2)OCO4)OCCCC[C@@H](C)O3)cc1 | 1.2 |
| CC(=O)N(C)C[C@@H]1Oc2ncc(-c3ccc(C#N)cc3)cc2C(=O)N([C@@H](C)CO)C[C@@H]1C | -0.7 |
| C[C@@H]1CN([C@@H](C)CO)C(=O)c2cc(NS(C)(=O)=O)ccc2O[C@@H]1CN(C)S(=O)(=O)c1cccs1 | 0.8 |
| CC(C)NC(=O)N(C)C[C@@H]1Oc2cc(C#C[C@H](C)O)ccc2S(=O)(=O)N([C@H](C)CO)C[C@H]1C | 0.7 |
| COc1ccc2c3c([nH]c2c1)[C@H](CO)N(C(=O)Nc1c(C)noc1C)CC31CCN(CC2CCCC2)CC1 | -0.1 |
| C[C@H](CO)N1C[C@H](C)[C@@H](CN(C)C(=O)c2ccccc2)Oc2ncc(Br)cc2C1=O | -0.9 |
| COc1ccc(S(=O)(=O)N(C)C[C@@H]2Oc3c(NC(=O)CCCCCC(=O)Nc4ccccc4N)cccc3C(=O)N([C@@H](C)CO)C[C@H]2C)cc1 | -3.8 |
| Cc1ccc(S(=O)(=O)Nc2cccc3c2O[C@@H](CN(C)S(=O)(=O)c2ccc(Cl)cc2)[C@H](C)CN([C@@H](C)CO)C3=O)cc1 | 0.0 |
| Nc1ccn([C@@H]2O[C@H](C(=O)N3CCN(CCO)CC3)[C@@H](O)[C@H]2O)c(=O)n1 | 1.2 |
| C[C@H]1CN([C@@H](C)CO)C(=O)Cc2cc(NS(C)(=O)=O)ccc2O[C@H]1CN(C)C(=O)Nc1ccc(F)cc1 | -0.2 |
| C[C@@H]1CN([C@@H](C)CO)C(=O)c2cc(C3=CCCC3)cnc2O[C@@H]1CN(C)C(=O)C1CCCCC1 | -4.1 |
| CC(C)NC(=O)Nc1ccc2c(c1)C(=O)N([C@@H](C)CO)C[C@@H](C)[C@H](CN(C)S(=O)(=O)c1ccccc1)O2 | 0.8 |
| COc1ccccc1NC(=O)N1C[C@H](O)COC[C@@H]2O[C@@H](CC(=O)NCCc3ccccc3)CC[C@H]21 | -5.6 |
| COc1ccc(S(=O)(=O)Nc2ccc3c(c2)C(=O)N([C@H](C)CO)C[C@H](C)[C@H](CN(C)C(=O)Cc2ccccc2)OCCCC[C@@H](C)O3)cc1 | 0.1 |
| O=C(NCc1ccc2c(c1)OCO2)[C@H]1[C@H](CO)[C@H]2Cn3c(cccc3=O)[C@@H]1N2Cc1cncnc1 | -2.4 |
| Cc1ccc(S(=O)(=O)N[C@@H]2C=C[C@@H](CC(=O)N3CCc4ccccc4C3)O[C@@H]2CO)cc1 | -0.4 |
| C[C@@H]1CN([C@@H](C)CO)C(=O)c2cccc(N(C)C)c2O[C@H]1CN(C)S(=O)(=O)c1ccc(F)cc1 | 0.2 |
| CCCCc1c(-c2ccccc2OC)ncn1Cc1ccc(OC)cc1 | 2.0 |
| CCCC(=O)Nc1ccc2c(c1)C(=O)N(C)[C@H]1CC[C@@H](CC(=O)NCC3CC3)O[C@@H]1CO2 | 0.0 |
| O=C(C[C@H]1CC[C@@H]2[C@H](COC[C@H](O)CN2C(=O)Nc2cc(Cl)cc(Cl)c2)O1)NCC1CCCCC1 | 0.9 |
| C[C@@H]1CN([C@H](C)CO)C(=O)c2cccc(NC(=O)CCCCCC(=O)Nc3ccccc3N)c2O[C@@H]1CN(C)S(C)(=O)=O | 0.7 |
| O=C(Nc1ccccc1)Nc1ccc2c(c1)[C@@H]1C[C@H](CC(=O)N3CCCCC3)O[C@H](CO)[C@@H]1O2 | -0.2 |
| C[C@@H]1CN([C@H](C)CO)C(=O)c2cc(-c3ccc(F)cc3)cnc2O[C@H]1CN(C)Cc1ccccn1 | -0.7 |
